MT1-MMP act inh: blocks activation of human MT1-MMP; P50281; HT1080 RFP-PRO-GFP cells, GFP/RFP ratio fluorescence, overnight; percent of plate control window, DMSO zero; GFP/RFP ratio change, % at 20 µM; 0.061% of 360,000 active;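 active = GFP/RFP ratio change of at least 30% with cell ATP level not reduced by more than half and red fluorescence within 50% of control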; note: strong numbers were not always called active
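Assay system: HT1080 RFP-PRO-GFP cells. Benchmarks: DMSO vehicle wells and RFP-L50D-GFP reporter cell wells. Times: overnight cell settling, then overnight compound exposure, 37 °C, 5% CO2. Compound: 20 µM single dose, 1% DMSO. Read-out basis: GFP/RFP fluorescence ratio.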
eLon inh: inhibits E. coli Lon protease; AID 602123; 0.42% of 360,000 active; purified E. coli Lon protease, fluorescence polarization; inhibition, % at 7.94 µM; in the data active = inhibition above about 13%, passing the limit was not always enough;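 note: 0% = enzyme with probe and DMSO and 100% = no enzyme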
CSN deneddyl inh: inhibitors of human CSN-mediated cullin deneddylation; Q92905; 0.38% of 360,000 active; Purified CSN, SCF-Nedd8-OG deneddylation, fluorescence polarization; inhibition, % at 12.5 µM;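 active = pattern-corrected inhibition above about 35%, with an unprinted fluorescence ratio check between 0.5 and 1.5, limit read from the data, passing the limit was not always enough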;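 note: 0% = enzyme with substrate and 100% = substrate without enzyme; some results filed as inactive read as strong as hits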
Target sequence (Q92905 whole entry, looked up, one chain of several): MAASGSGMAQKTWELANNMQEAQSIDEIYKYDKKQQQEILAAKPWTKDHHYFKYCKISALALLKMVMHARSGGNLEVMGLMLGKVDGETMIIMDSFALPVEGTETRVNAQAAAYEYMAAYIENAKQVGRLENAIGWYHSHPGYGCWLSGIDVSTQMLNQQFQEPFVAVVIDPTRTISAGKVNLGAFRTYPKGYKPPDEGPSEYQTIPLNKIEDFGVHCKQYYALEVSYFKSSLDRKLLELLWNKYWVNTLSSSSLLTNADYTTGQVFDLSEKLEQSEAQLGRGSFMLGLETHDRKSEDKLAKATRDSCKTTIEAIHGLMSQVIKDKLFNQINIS
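Material: purified human Csn5 enzyme expressed in HEK293T cells / Medium: Tris buffer pH 7.5, NaCl, DTT, Tween-20, trehalose, ovalbumin / Compound dosing: 12.5 µM single point / Schedule: 90 min incubation of compound, enzyme and substrate at room temperature / Signal: fluorescence polarization of the substrate / Control set: no-enzyme wells high, enzyme-with-substrate wells low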
MsrA inh: inhibits bovine methionine sulfoxide reductase A | purified bovine MsrA, absorbance read-out | inhibition, % at 15.5 µM | 0.75% of 360,000 active | AID 651718; in the data active = inhibition above about 4.5%;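 note: 0% = vehicle wells with enzyme and 100% = reference inhibitor wells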
Rin1-Abl PPI inh: human Rin1-Abl interaction inhibition; 0.4% of 360,000 active; P00519+Q13671; TR-FRET Rin1/Abl binding, biochemical; inhibition, % at 7.35 µM; AID 588664; in the data active = inhibition above about 5%, passing the limit was not always enough
Rpn11 block: blocks the human proteasome subunit Rpn11 | O00487 | human 26S proteasome, Ub4-pepOG fluorescence polarization; 20S core pre-blocked with epoxomicin | calls only at 20 µM | 0.59% of 360,000 active | AID 588493;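 active = inhibition at 20 µM, scaled to each plate's controls, above about 33%, limit read from the data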
MLLE-PAM2 inh: inhibitors of microRNA-mediated deadenylation, human PABP1 MLLE binding; 0.36% of 360,000 active; GST-MLLE / FITC-PAM2 fluorescence polarization; P11940; AID 588489; inhibition, % at 20 µM; in the data active = inhibition above about 35%, passing the limit was not always enough;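 note: plate controls were DMSO wells with GST-MLLE for no effect and wells lacking GST-MLLE protein for full effect; some results filed as inactive read as strong as hits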
Target sequence (P11940 whole entry, looked up): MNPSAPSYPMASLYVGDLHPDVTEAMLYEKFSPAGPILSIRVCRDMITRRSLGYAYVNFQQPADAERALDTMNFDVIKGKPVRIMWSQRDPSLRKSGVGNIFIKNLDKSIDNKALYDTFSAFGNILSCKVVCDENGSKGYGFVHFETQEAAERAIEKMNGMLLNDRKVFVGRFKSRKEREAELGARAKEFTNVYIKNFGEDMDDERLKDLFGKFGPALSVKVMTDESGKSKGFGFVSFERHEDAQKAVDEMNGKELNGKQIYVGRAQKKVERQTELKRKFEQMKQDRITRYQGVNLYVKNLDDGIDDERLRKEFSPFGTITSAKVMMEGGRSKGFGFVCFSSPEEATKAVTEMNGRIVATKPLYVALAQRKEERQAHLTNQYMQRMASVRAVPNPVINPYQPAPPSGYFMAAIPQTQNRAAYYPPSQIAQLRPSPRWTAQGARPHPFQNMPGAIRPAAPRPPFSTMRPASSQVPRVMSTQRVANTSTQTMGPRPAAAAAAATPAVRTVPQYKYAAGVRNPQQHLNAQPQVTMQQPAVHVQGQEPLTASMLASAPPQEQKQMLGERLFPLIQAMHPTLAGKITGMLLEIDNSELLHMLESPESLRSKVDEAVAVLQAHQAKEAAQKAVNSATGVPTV
MsrA act: bovine methionine sulfoxide reductase A activation | AID 602163 | 0.3% of 360,000 active | purified bovine MsrA, absorbance read-out | activation, % at 10.6 µM; in the data active = activation above about 7.5%;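 note: 0% = vehicle and 100% = reference activator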
FAS-TE inh: FAS thioesterase (human) inhibition; 0.67% of 360,000 active; P49327; recombinant FAS-TE, OMFH fluorogenic substrate, fluorescence endpoint; inhibition, % at 15 µM;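 active = compounds whose normalised, plate-corrected inhibition of enzyme fluorescence in the single-dose primary screen is 50% or more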;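 note: 0% = DMSO with enzyme and 100% = substrate without enzyme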
Numbers without * were called inactive; i = inactive; . = no result given. Hits appear at their usual frequency; overall some 3.7% were active at least once.

SMILES	MT1-MMP act inh	eLon inh	CSN deneddyl inh	MsrA inh	Rin1-Abl PPI inh	Rpn11 block	MLLE-PAM2 inh	MsrA act	FAS-TE inh
S=C(Nc1ccccc1)N1N=CCC1c1ccccc1 (configuration not stated)	3	-6	-6	1.4	0	i	-87	-4	-1
O=[N+]([O-])c1ccc(N/N=C/C=C/c2ccco2)cc1	-75	-277	56*	0.7	-5	.	-140	-5	16
CNC(=S)NNC(=O)c1cn(C)nc1C	2	2	-4	-0.3	3	i	-11	-8	-8
O=C(CSc1nnc(CN2CCCCC2)n1-c1ccccc1)c1ccc2c(c1)OCO2	-5	-8	2	0.0	-1	i	-26	-1	1
CCn1nc(CC(=O)Nc2ccc(-n3cnnn3)c(OC)c2)c2ccccc2c1=O	5	-7	5	1.0	1	i	-2	-2	-2
O=C(NCC1CCCCC1)c1cc(S(=O)(=O)N2CCCCC2)ccc1Cl	0	9	3	0.8	-2	i	4	-2	7
Cc1cccc(NC(=S)NCC(c2cccnc2)N2CCOCC2)c1 (configuration not stated)	3	-7	2	3.1	1	i	15	-3	-5
Cc1ccc(S(=O)(=O)N2CCC(C(=O)OCC(=O)N(C)CC(=O)Nc3ccc(F)cc3)CC2)cc1C	3	0	7	-1.6	1	i	-8	-8	6
O=C(Nc1ccccc1N1CCCC1)c1ccc2ccccc2c1	-4	10	0	0.8	-2	i	13	-4	21
COc1ccccc1CCC(=O)N(Cc1ccccc1)c1c(N)n(Cc2ccccc2)c(=O)[nH]c1=O	-3	-6	6	0.0	3	i	0	-4	5
NC(=O)CC(NC(=O)c1ccc(Br)cc1)c1ccc(NCc2ccc(F)cc2)c([N+](=O)[O-])c1 (configuration not stated)	9	-32	20	-0.3	0	i	-14	-3	9
O=C(NNC(=O)C1CCCCC1)c1cnccn1	-4	-12	-7	-0.3	0	i	11	-3	-8
COP(=O)(/C=C/c1ccccc1)C(O)c1ccc(F)cc1 (configuration not stated)	-1	-3	-4	0.4	0	i	6	-5	-4
O=C(N/C(=C/c1cccc(Br)c1)C(=O)N1CCCCC1)c1ccco1	-5	1	2	2.3	2	i	-5	-2	1
Cc1ccc(N2C(N)=C(C#N)C(c3cccnc3)C3=C2CCCC3=O)cc1 (configuration not stated)	4	-1	-3	1.3	2	i	-9	-3	-3
Cc1ccccc1N(CC(=O)NCCSc1ccccn1)S(=O)(=O)c1ccccc1	-2	-6	-4	-0.9	1	i	-1	-2	3
CCCOc1ccc(/C(CC)=N/NC(=O)C2(C)CC2(Br)Br)cc1 (configuration not stated)	-1	5	-4	-0.3	-5	i	-6	5	12
Cc1ccc(C(=O)O)cc1NC(=O)CSc1ncnc2sc3c(c12)CCC3	-4	4	3	0.2	1	i	0	-6	-1
COc1cc(/C=N/NC(=O)c2ccncc2)ccc1OC(=O)c1cccc(Br)c1	1	1	1	0.1	-1	i	3	-2	7
O=C(CSc1ccc(S(=O)(=O)N2CCCC2)cn1)Nc1ccc([N+](=O)[O-])cc1C(F)(F)F	-3	6	-1	0.8	3	i	29	-6	39

Printed as active in CSN deneddyl inh, among the entries above:
structure | MT1-MMP act inh | eLon inh | CSN deneddyl inh | MsrA inh | Rin1-Abl PPI inh | Rpn11 block | MLLE-PAM2 inh | MsrA act
O=[N+]([O-])c1ccc(N/N=C/C=C/c2ccco2)cc1 | -75 | -277 | 56* | 0.7 | -5 | . | -140 | -5

The results go on:
SMILES	MT1-MMP act inh	eLon inh	CSN deneddyl inh	MsrA inh	Rin1-Abl PPI inh	Rpn11 block	MLLE-PAM2 inh	MsrA act	FAS-TE inh
CC(C)Oc1cc(F)ccc1-c1cc(C(=O)Nc2cccc(Cl)c2)[nH]n1	-1	7	-5	0.2	-1	i	8	-3	20
Cc1c(C(=O)NCCSCc2c(F)cccc2Cl)cnn1-c1ccc(Cl)cc1	5	11	1	-1.0	3	i	-3	-12	29
O=C(COC(=O)CNC(=O)c1ccccc1)Nc1ccc2c(c1)OCO2	-1	0	4	0.3	-1	i	-3	-4	-6
CN(C(=O)COC(=O)c1cc([N+](=O)[O-])ccc1N1CCCC1)C1CCS(=O)(=O)C1 (configuration not stated)	-6	1	-6	1.4	-1	i	-9	-5	3
COc1ccccc1CNC(=O)c1ccc(N(C)S(=O)(=O)c2ccc(C)cc2)cc1	-7	-4	2	1.4	1	i	-12	-4	16
CC(C)(C)NC(=O)CSc1nc(-c2ccccc2)c(-c2ccccc2)[nH]1	19	0	3	-0.6	1	i	5	2	6
Nc1cc(C(=O)OCC(=O)N2CCCC2=O)ccc1Cl	-1	-6	-6	-0.1	4	i	4	-4	-6
O=C(N/N=C/c1cccs1)c1cc(-c2ccc3ccccc3c2)n[nH]1	3	-1	6	1.8	-2	i	-4	-13	17
O=C(COc1ccc(S(=O)(=O)N2CCCC2)cc1[N+](=O)[O-])N1CCCC1	-1	3	0	0.8	2	i	0	-4	-9
Cc1cc(F)ccc1C(O)c1ncc(-c2ccccc2Cl)[nH]1 (configuration not stated)	-4	-16	-3	1.4	-1	i	7	-3	-1
O=C(C1CC1)N1CCc2cc(S(=O)(=O)N3CCOCC3)ccc21	1	-4	-3	-0.7	6	i	-8	-11	-12
CCCSc1nc(O)c(C(c2ccc(OC)c(O)c2)c2c(O)nc(SCCC)n(C)c2=O)c(=O)n1C	-2	14	-1	1.8	2	i	14	-1	-2
CC1(C)CC(=O)c2cc(NC(=O)c3ccc(F)cc3)c(=O)oc2C1	2	-1	7	1.5	1	i	9	-2	-8
O=C1c2ccccc2C(=O)N1CCCCSc1nc2ccccc2o1	0	1	1	-1.2	0	i	-6	-5	20
CC1CN(c2oc(COc3ccc(Cl)cc3Cl)nc2C#N)CC(C)O1 (configuration not stated)	-4	0	-1	0.6	-1	i	4	2	36
COc1ccc(/C=C/C(=O)NCCCN2CCOCC2)cc1	3	-11	-2	-0.1	-5	i	-3	0	-4
COc1ccc(OCC(=O)Nc2ccc(NC(=O)c3cccs3)c(OC)c2)cc1	3	-1	-1	0.0	-2	i	-1	-2	-2
O=C(NC1CCCC1)C1CCCN1S(=O)(=O)c1cccc2cccnc12 (configuration not stated)	1	2	-1	0.3	1	i	0	-3	-3
COc1ccc(CC(=O)NN2C(=O)c3ccccc3C2=O)cc1	-8	3	-1	0.1	-6	i	0	-2	-7
O=C(CSc1ccc2nnc(-c3cccnc3)n2n1)NCc1ccco1	-2	-2	-2	0.0	0	i	13	-1	-6
CC(C)CCNC(=O)[C@H](CSCc1ccccc1)N1Cc2ccccc2C1=O	-14	-1	-4	0.7	-3	i	3	-2	11
COc1ccc(CC(=O)NNc2ncnc3c2cnn3C)cc1OC	7	2	-12	-1.6	0	i	-3	-8	-13
CCC(=Nc1ccccc1O)C1=C(O)CC(c2ccccc2)CC1=O (configuration not stated)	-11	7	2	0.2	-9	i	-3	1	1
COc1ccc(C)cc1NC(=O)c1ccc(-c2ccc(C(C)=O)cc2)o1	-2	-1	5	.	-4	i	6	-5	27
COc1ccc(OC)c(NC(=O)Cn2c(C)nc3ccccc3c2=O)c1	0	-3	-18	1.6	-3	i	-5	-6	-1
Cc1ccccc1CNC(=O)C(=O)NCCC1CCCCN1S(=O)(=O)c1cccs1 (configuration not stated)	2	-3	0	1.4	0	i	-2	-2	19
CC(Oc1ccc(-c2ccccc2)cc1)C(=O)N1CCOCC1 (configuration not stated)	6	-5	-1	2.4	0	i	-4	-15	-3
CCn1cc(CNC(=O)c2c(-c3c(Cl)cccc3Cl)noc2C)c(C)n1	-2	4	5	0.8	2	i	6	-8	-8
C#CCOC(=O)c1ccccc1C(=O)O	1	-4	4	-1.2	1	i	-3	-4	-6
CC1C(c2ccccc2)OCCN1C=NC#N (configuration not stated)	0	-1	1	0.3	0	i	5	-3	-8
C[C@H]1CN=C(Nc2ccccc2)N1CC1CCC1	1	-11	6	-0.4	3	i	1	-3	-14
CCCCn1c(N)c(N(CC(C)C)C(=O)CCNC(=O)c2ccc([N+](=O)[O-])cc2)c(=O)[nH]c1=O	1	1	3	-1.1	4	i	-3	-7	31
ClCCn1cnc2c(SCc3ccccc3Cl)ncnc21	3	-6	1	0.4	0	i	-1	1	-17
Cc1cc(NC(=O)C2CCCN(S(=O)(=O)c3c(C)noc3C)C2)n[nH]1 (configuration not stated)	2	-5	-5	-0.4	1	i	4	2	-6
Cc1cc2c3c(c1)C1(C(=O)N3C(C)(C)CC2C)C(C#N)=C(N)Oc2n[nH]c(C)c21 (configuration not stated)	-7	7	-1	-1.2	1	i	2	2	6
CCOC(=O)c1[nH]c2cc(OC)c(OC)cc2c1N	8	10	2	0.5	0	i	-30	-1	-11
COc1ccc(C2N(c3ccccn3)C(=O)C3CCCN32)c(OC)c1 (configuration not stated)	0	-16	1	1.3	2	i	7	1	-9
O=C1C(=O)N(CCCn2ccnc2)C(c2cccnc2)/C1=C(/O)c1ccc(F)cc1 (configuration not stated)	-1	1	-5	1.7	-2	i	9	-4	-4
COc1cccc(-n2c(Cc3cc(=O)[nH]c(=O)[nH]3)nnc2SCC(=O)NC2CCCC2)c1	1	1	-2	0.8	-2	i	14	-1	-5
CC(=O)Nc1cc2c(cc1C(=O)C(C)C)OCCO2	-5	-11	-3	0.5	-2	i	4	-8	-2

Complete entries, quoted from the list.
`Cc1cc(NC(=O)C2CCCN(S(=O)(=O)c3c(C)noc3C)C2)n[nH]1` (configuration not stated) reads MT1-MMP act inh = 2; eLon inh = -5; CSN deneddyl inh = -5; MsrA inh = -0.4; Rin1-Abl PPI inh = 1; Rpn11 block = i; MLLE-PAM2 inh = 4; MsrA act = 2; FAS-TE inh = -6
`C[C@H]1CN=C(Nc2ccccc2)N1CC1CCC1` reads MT1-MMP act inh = 1; eLon inh = -11; CSN deneddyl inh = 6; MsrA inh = -0.4; Rin1-Abl PPI inh = 3; Rpn11 block = i; MLLE-PAM2 inh = 1; MsrA act = -3; FAS-TE inh = -14

(continued)
SMILES	MT1-MMP act inh	eLon inh	CSN deneddyl inh	MsrA inh	Rin1-Abl PPI inh	Rpn11 block	MLLE-PAM2 inh	MsrA act	FAS-TE inh
Cc1ccc(N2CC(C(=O)NCCS(=O)(=O)N3CCN(c4ccccc4F)CC3)CC2=O)cc1 (configuration not stated)	3	-2	3	0.9	-1	i	2	-3	-11
CC(=O)c1c(C)[nH]c(C(=O)OCC(=O)Nc2ccc(Cl)c(S(=O)(=O)N(C)C)c2)c1C	-6	-8	3	-1.0	0	i	-1	-1	6
OC1CCCN(Cc2c3ccccc3cc3ccccc23)C1 (configuration not stated)	1	-10	1	0.6	-2	i	14	-4	1
CC12CCC(=O)N1C(C(=O)OCC(=O)Nc1ccc(C(F)(F)F)cc1)CS2 (configuration not stated)	1	-1	-5	0.0	-1	i	2	-2	2
COC(=O)CC1C(=O)NCCN1C(=O)CSc1nnnn1-c1ccc(Cl)cc1 (configuration not stated)	-1	-2	6	-0.4	-1	i	-78	-9	-5
COc1ccc(OC)c(S(=O)(=O)Nc2cc(OC)c(Cl)cc2OC)c1	7	-5	4	-1.0	7	i	3	-11	14
CCOC(=O)NC(=O)c1cn(Nc2ncc(C(F)(F)F)cc2Cl)c(=O)[nH]c1=O	2	5	3	0.1	-1	i	-13	-4	-4
O=C(Cn1c(=O)oc2ccc(Cl)cc21)Nc1ccon1	0	4	-3	1.5	1	i	-6	-2	-4
N=C(SC1CC(=O)N(c2ccc(F)cc2)C1=O)N1N=C(c2ccccc2)CC1c1ccccc1 (configuration not stated)	-8	11	-8	-0.4	-2	i	-3	-11	2
